PKA-R1A activ – activators of PKA-R1A complex | P00514+P68181 | PKA-R1A dissociation, Cy5-IP20 fluorescence polarization; scaled: DMSO 0%, 113 µM cGMP 100% | activation, % at 11.4 µM | actives 0.083% (n = 340,000);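 active = percent activation above the mean of all tested compounds plus 3 SD, cut at about 19% in these data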;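 note: higher means more PKAc released from R1A so a rise in polarization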
PKA-R2B activ – activators of human PKA-R2B complex; P22694+P31323; PKA-R2B holoenzyme dissociation, Cy5-IP20 fluorescence polarization; R2B truncated from residue 108, S112A mutant; 0% DMSO only, 100% 113 µM cGMP; activation, % at 11.4 µM; actives 0.079% (n = 340,000); AID 504700;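 active = activation above a cutoff set at the mean over all compounds plus 3 SD, cut at about 18% in these data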;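 note: higher means more holoenzyme dissociation and a rise in polarization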
V-ATPase pH – yeast V-ATPase proton transport regulation by pHLuorin. S. cerevisiae, pHLuorin cytosolic pH fluorescence. response, % at 10 µM. actives 0.37% (n = 350,000); in the data active = response mostly above about 7.3%, no sharp cut-off; inactive = mostly below about 5.4%; note: actives read high; inactives centre near 0; some compounds called inactive have numbers as strong as hits; reference of the scale not given here
HTR5A inv ag – HTR5A inverse agonism, opioid heterodimer counter-screen; HTR5A cell line, luminescence; inhibition, % at 9.3 µM; actives 0.083% (n = 340,000); AID 504634; in the data active = inhibition mostly above about 23%, no sharp cut-off; inactive = mostly below about 18%;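 note: 0% = cells with DMSO and 100% = no-cell wells with DMSO; some compounds called inactive have numbers as strong as hits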
OPRM1-OPRD1 inv – inverse agonist of human OPRM1-OPRD1 heterodimerization | P35372+P41143 | cell-based MOR-DOR heterodimer luminescence, inverse agonism | inhibition, % at 9.3 µM | actives 0.21% (n = 340,000); in the data active = inhibition above about 22%, passing the limit was not always enough;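 note: 0% = cells with DMSO and 100% = wells without cells with DMSO; values of inactives mirror those of a sister screen read the other way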
Target sequence (P35372 whole entry, looked up): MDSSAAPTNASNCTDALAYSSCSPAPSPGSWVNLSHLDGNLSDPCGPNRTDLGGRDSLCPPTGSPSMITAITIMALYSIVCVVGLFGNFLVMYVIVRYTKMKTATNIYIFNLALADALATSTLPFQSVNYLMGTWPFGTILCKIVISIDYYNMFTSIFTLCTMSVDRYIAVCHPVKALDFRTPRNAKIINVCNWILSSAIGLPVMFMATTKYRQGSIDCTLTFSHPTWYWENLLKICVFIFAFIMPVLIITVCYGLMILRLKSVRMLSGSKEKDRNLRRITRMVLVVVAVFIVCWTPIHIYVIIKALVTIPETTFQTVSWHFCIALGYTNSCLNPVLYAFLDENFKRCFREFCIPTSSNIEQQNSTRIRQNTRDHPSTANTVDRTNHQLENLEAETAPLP
Target sequence (P41143 whole entry, looked up): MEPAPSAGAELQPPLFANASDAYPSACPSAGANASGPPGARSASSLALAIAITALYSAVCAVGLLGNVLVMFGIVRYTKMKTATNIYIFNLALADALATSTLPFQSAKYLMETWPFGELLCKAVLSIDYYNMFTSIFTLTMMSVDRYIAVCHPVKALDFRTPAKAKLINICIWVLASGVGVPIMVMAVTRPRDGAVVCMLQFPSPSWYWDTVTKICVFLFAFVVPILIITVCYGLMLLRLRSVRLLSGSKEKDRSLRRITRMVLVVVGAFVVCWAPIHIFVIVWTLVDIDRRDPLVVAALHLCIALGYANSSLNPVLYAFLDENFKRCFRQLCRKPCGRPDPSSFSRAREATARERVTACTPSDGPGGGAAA
Pemphigus Ab inh – human desmoglein-3 autoantibody binding inhibition; P32926; DSG3-coupled beads, scFv-anti-DSG3-GFP binding, flow cytometry; active compounds read low; binding (percent of control), % at 10 µM; actives 0.48% (n = 310,000); AID 588358;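 active = binding more than 3 SD below its plate's average and above zero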;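 note: hits lower antibody fragment binding to DSG3; some compounds called inactive have numbers as strong as hits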
Arr AP2 block – human beta-arrestin and AP2 interaction inhibition; FITC-arrestin peptide / GST-AP2 beads, flow cytometry; AP2 beta2 appendage carries R879A mutation; actives 0.31% (n = 340,000); inhibition, % at 10 µM;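 active = inhibition above a set limit, near 3 SD of compounds lacking own fluorescence, cut at about 54% in these data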;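 note: plate controls were DMSO wells for no effect and 5 µM unlabelled arrestin peptide for full effect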
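System: GST-AP2 R879A glutathione beads | Also added: FITC-arrestin peptide, 50 nM | Times: 12 min plus 1 h, RT | Signal: Bead flow cytometry, FITC channel | Buffer or medium: PBS with 0.05% Tween 20 and 0.1% BSA | Read-out basis: Percent drop in bead-associated FITC signal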
HTR5A ag – counter-screen for OPRM1-OPRD1 agonists: human HTR5A agonism; P47898; HTR5A agonist assay, luminescence, cell-based; activation, % at 9.3 µM; actives 0.61% (n = 340,000); AID 504692; in the data active = activation mostly above about 9.5%, no sharp cut-off; inactive = mostly below about 7.6%;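 note: 0% = cells with vehicle only and 100% = reference agonist; strong numbers were not always called active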
MOR-DOR ag – agonists of human mu-delta opioid receptor heterodimerization. P35372+P41143. cells, OPRM1-OPRD1 heterodimerization, luminescence. actives 0.3% (n = 340,000). activation, % at 9.3 µM; in the data active = activation above about 18%;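 note: 0% = vehicle-treated cells and 100% = reference agonist; values of inactives mirror those of a sister screen read the other way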
DAGLB inhibitor – diacylglycerol lipase beta (human) inhibition | AID 504411 | actives 0.059% (n = 340,000) | Q8NCG7 | inhibition, % at 5.17 µM | HEK293T DAGLB membrane lysate, EnzChek fluorogenic substrate; in the data active = inhibition above about 34%;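 note: 0% = enzyme with vehicle and 100% = wells lacking enzyme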
* marks the source's active call; other numbers are inactive results; nt = not tested or not shown.

SMILES	PKA-R1A activ	PKA-R2B activ	V-ATPase pH	HTR5A inv ag	OPRM1-OPRD1 inv	Pemphigus Ab inh	Arr AP2 block	HTR5A ag	MOR-DOR ag	DAGLB inhibitor
CSC1=NC(C)(C)C=C(/C=C/c2c(Cl)cccc2Cl)N1	-1	-3	1	-5	5	98	-15	2	-0.8	-2
c1ccc2c(SCc3cn4cccnc4n3)ncnc2c1	-4	2	1	12	4	98	-3	-3	-0.7	0
CCN(CC)C(=O)CSc1nnc2cc(C)c3ccccc3n12	0	8	4	-1	3	100	3	0	-0.7	-2
CSc1ncccc1C(=O)Nc1nc2ccc(Oc3ccccc3)cc2s1	-11	7	-1	-15	-21	86	3	8	3.4	-4
O=C(Nc1ccc2cn[nH]c2c1)c1ccccc1F	-1	2	-1	13	2	nt	-6	2	-0.4	-1
O=C(COC(=O)C1CC2C=CC1C2)Nc1ccc([N+](=O)[O-])cc1 (configuration not stated)	7	-9	0	-8	-18	99	-8	2	3.5	0
O=C(CNC(=O)c1ccccc1F)NCc1cccnc1	3	5	-3	1	1	nt	26	0	-0.2	-2
Cc1cc(-c2nnc(CSc3nnc(NC(=O)c4ccc(C(C)(C)C)cc4)s3)o2)ccc1[N+](=O)[O-]	0	-1	-2	-11	5	99	-1	3	-1.0	-1
c1ccc2c(c1)Cn1nnnc1-2	10	1	-5	4	-33	104	17	6	6.5	-2
O=C(COC(=O)c1ccccc1Br)Nc1ccccc1F	-3	-4	4	-9	8	104	26	0	-1.5	-3
CCCCc1cc(=O)oc2cc(OCC(=O)N3CCc4ccccc43)ccc12	10	3	1	-55	12	104	4	3	-2.1	1
COc1ccc(Cc2noc(CN(C)CC3(N4CCOCC4)CCCCC3)n2)cc1OC	3	8	0	2	-5	99	4	-1	0.9	-2
Nn1c(SCc2ccccc2)nnc1-c1ccccn1	-4	-11	-2	-5	1	100	1	2	-0.3	-1
CC(C)c1ccc(CNC(=O)C(=O)Nc2nccs2)cc1	-1	0	-1	-7	-16	89	0	2	2.2	0
Cc1cc(=O)c2cc(Br)ccc2[nH]1	-9	-7	2	-4	-16	103	-2	2	2.7	4
CCn1c(N2CCN(S(=O)(=O)c3ccc(Cl)cc3)CC2)nc2ccccc21	10	5	-4	-41	-20	-37*	13	16*	4.5	-3
CCOCCCn1c(=S)[nH]c2cc(C(=O)NCCCN(CC)CC)ccc2c1=O	3	11	1	-1	20	107	-23	0	-4.1	-4
COc1cc(C(=O)OCC(=O)NCCN2C(=O)CSC2=O)ccc1OCc1c(C)noc1C	-5	-7	-1	0	4	123	12	0	-0.8	2
CCc1ccc(S(=O)(=O)NC2CCCCNC2=O)cc1 (configuration not stated)	8	-7	1	8	5	76*	13	-2	-1.1	2
CC(=O)Nc1sc(N/N=C/c2ccccc2F)nc1-c1ccc(C)cc1	-7	3	1	0	-23	110	16	1	4.4	-1
Cc1ccccc1CN1CCN(CC(=O)NCCCN2CCN(c3ccc(F)cc3)CC2)C1=O	-4	-7	6	-15	5	108	11	6	-1.0	0
O=C1C(Cc2ccccc2)Nc2ncnc(N3CCN(c4ccccc4)CC3)c2N1Cc1ccc(Cl)cc1 (configuration not stated)	-4	-10	-2	53*	57*	93	4	-18	-12	-11
CCn1nc(C)cc1C(=O)N1CCCC(Nc2ccc(F)c(F)c2)C1 (configuration not stated)	-4	6	4	-8	12	102	-6	3	-2.3	0
O=C(CSc1nc2ccccc2nc1N1CCOCC1)Nc1ccccc1F	-5	-2	0	8	-17	102	4	-3	3.0	-3
O=C(CCN1C(=O)c2ccccc2C1=O)Nc1ccncc1	-5	-8	12	8	8	nt	-6	1	-1.9	1

(further entries)
SMILES	PKA-R1A activ	PKA-R2B activ	V-ATPase pH	HTR5A inv ag	OPRM1-OPRD1 inv	Pemphigus Ab inh	Arr AP2 block	HTR5A ag	MOR-DOR ag	DAGLB inhibitor
CCOc1ccc(OCC(=O)NCc2n[nH]c(=O)c3ccccc23)cc1	-4	2	6	13	12	102	0	2	-1.8	4
CCN(CC)S(=O)(=O)c1ccc(S(=O)(=O)N2CCC(N3CCCCC3)CC2)cc1	5	7	2	21	4	100	-2	0	-0.6	-1
COc1cccc(NC(=O)CSc2nc(C)cs2)c1	-4	-2	1	-5	2	nt	-5	2	-0.5	-3
Cc1ccc(S(=O)(=O)CCC(=O)Nc2nnc(CC(C)C)s2)cc1	1	3	2	-1	-1	108	16	3	0.2	0
COC(=O)c1ccc2c(C)c(C3(O)CCCCC3)[nH]c2c1	-8	4	0	-5	-33	110	-1	1	5.7	-2
COc1ccc(OC)c(C2C(C(N)=O)=C(C)Nc3nc(-c4cccc(Cl)c4)nn32)c1 (configuration not stated)	7	7	4	27	14	113	14	5	-2.4	-1
CCCCOc1ccc(C)cc1CN(CCO)CCO	-2	-7	-2	1	-8	106	-5	0	1.3	-4
Cc1cc(C(=O)CN2CCCC(C)C2)c(C)n1-c1ccc(F)cc1 (configuration not stated)	6	3	-1	9	16	nt	13	-5	-3.1	3
CCN(C(=O)COC(=O)C1CCN(S(=O)(=O)c2ccc3c(c2)OCCO3)CC1)C1CCS(=O)(=O)C1 (configuration not stated)	-13	-6	5	0	9	103	9	0	-1.6	1
CCOC(=O)CSc1nc2sc3c(c2c(=O)n1-c1ccc(C)cc1)CCN(C)C3	-3	0	-2	8	11	106	7	-2	-2.2	2
CCOc1ccc(S(=O)(=O)Nc2cccc(C(=O)NCCCn3ccnc3)c2)cc1	-5	7	6	-5	0	100	-29	1	0.1	2
Cc1nc2nc[nH]n2c(=O)c1CC(=O)O	-6	1	4	14	11	111	3	1	-2.0	-2
CCN(CC)S(=O)(=O)c1ccc(NC(=O)[C@@H](NC(=O)c2cc(OC)cc(OC)c2)C(C)C)cc1	12	0	2	-16	-9	108	-5	3	1.9	-3
O=C(c1ccc(CN2CCc3ccccc3C2)cc1)N1CCN(c2ccc(F)cc2)CC1	1	-6	-1	7	-33	116	4	-1	5.7	-4
COc1ccc(CCC(=O)N/N=C/c2ccc3c(c2)OCO3)cc1	-3	8	2	-9	14	117	-1	-3	-2.8	-3
O=C(CN1C(=O)c2cccc3cccc1c23)NCc1ccccn1	6	0	0	-11	3	nt	-3	3	-0.5	2
O=C(O)Cc1c(-c2ccccc2)c2cc(Br)ccc2[nH]c1=O	7	12	2	-28	9	93	2	3	-1.7	-5
CCCCN1CC[C@H]2C=CC[C@@H](C(=O)Nc3ccc(OC)cc3)[C@H]2C1=O	-12	-9	0	7	2	100	25	-3	-0.3	-5
CCCC1=C(C(=O)OCC)C(c2cccnc2)n2nc(C)nc2N1 (configuration not stated)	-18	1	5	-36	16	nt	14	1	-3.2	-3
Cc1cccc(C(=O)OCC(=O)NCc2ccc(Cl)cc2)c1	3	-6	-1	nt	nt	96	nt	nt	nt	-5
COc1ccc(NC(=O)c2ccc(CNS(=O)(=O)c3cccc(OC)c3)cc2)cc1	-3	-8	4	-2	14	nt	-1	1	-3.4	0
C#CCn1c(-c2cccs2)nc2ccccc21	-4	-13	-1	2	11	118	-6	10	-2.2	4
O=C(Nc1cccc(S(=O)(=O)N2CCCCC2)c1)c1ccc(N2CCCC2=O)cc1	-3	5	-2	0	2	108	32	0	-0.5	2
CC(C)(C)c1nc2scc(-c3ccc(Cl)cc3)c2c(=O)o1	-9	-11	4	3	15	96	-2	1	-2.6	1
O=C1CCCC2=C1C(c1cccs1)Nc1ccccc1N2 (configuration not stated)	0	-7	2	4	-6	128	70*	0	1.0	1

Profiles from above.
Cc1ccc(S(=O)(=O)CCC(=O)Nc2nnc(CC(C)C)s2)cc1 across the screens: PKA-R1A activ: 1; PKA-R2B activ: 3; V-ATPase pH: 2; HTR5A inv ag: -1; OPRM1-OPRD1 inv: -1; Pemphigus Ab inh: 108; Arr AP2 block: 16; HTR5A ag: 3; MOR-DOR ag: 0.2; DAGLB inhibitor: 0
CCN(CC)S(=O)(=O)c1ccc(S(=O)(=O)N2CCC(N3CCCCC3)CC2)cc1 across the screens: PKA-R1A activ: 5; PKA-R2B activ: 7; V-ATPase pH: 2; HTR5A inv ag: 21; OPRM1-OPRD1 inv: 4; Pemphigus Ab inh: 100; Arr AP2 block: -2; HTR5A ag: 0; MOR-DOR ag: -0.6; DAGLB inhibitor: -1
COc1ccc(NC(=O)c2ccc(CNS(=O)(=O)c3cccc(OC)c3)cc2)cc1 across the screens: PKA-R1A activ: -3; PKA-R2B activ: -8; V-ATPase pH: 4; HTR5A inv ag: -2; OPRM1-OPRD1 inv: 14; Pemphigus Ab inh: nt; Arr AP2 block: -1; HTR5A ag: 1; MOR-DOR ag: -3.4; DAGLB inhibitor: 0

Additional compounds follow:
SMILES	PKA-R1A activ	PKA-R2B activ	V-ATPase pH	HTR5A inv ag	OPRM1-OPRD1 inv	Pemphigus Ab inh	Arr AP2 block	HTR5A ag	MOR-DOR ag	DAGLB inhibitor
O=C(Nc1cccc(Cl)c1N1CCCC1)c1ccco1	-1	-3	2	4	-16	nt	9	-2	2.1	-10
O=C1CC(Sc2nnnn2C2CCCCC2)C(=O)N1c1ccccc1 (configuration not stated)	-5	5	4	0	-1	97	2	0	0.1	3
COc1ccc2cc(CCNC(=O)c3c(-c4ccccc4Cl)noc3C)c(=O)[nH]c2c1	-7	-25	5	-18	1	100	8	7	-0.1	0
CCn1ccnc1CN(C)C(=O)C1CCC(=O)N(CCc2cccc(F)c2)C1 (configuration not stated)	-3	-2	3	-14	12	104	25	2	-2.3	-1
COc1ccc(C(=O)NCc2nnc(SCC(=O)N3CCCCC3)o2)cc1OC	2	-2	1	1	7	97	-2	-2	-1.1	-2
COc1ccc(NC(=O)C2CSC(C)(C)N2C=O)cc1 (configuration not stated)	7	5	-2	-11	0	83	5	2	0.0	0

Shown with each value named: part of the list above
> COc1ccc2cc(CCNC(=O)c3c(-c4ccccc4Cl)noc3C)c(=O)[nH]c2c1
- PKA-R1A activ: -7
- PKA-R2B activ: -25
- V-ATPase pH: 5
- HTR5A inv ag: -18
- OPRM1-OPRD1 inv: 1
- Pemphigus Ab inh: 100
- Arr AP2 block: 8
- HTR5A ag: 7
- MOR-DOR ag: -0.1
- DAGLB inhibitor: 0

> CCn1ccnc1CN(C)C(=O)C1CCC(=O)N(CCc2cccc(F)c2)C1 (configuration not stated)
- PKA-R1A activ: -3
- PKA-R2B activ: -2
- V-ATPase pH: 3
- HTR5A inv ag: -14
- OPRM1-OPRD1 inv: 12
- Pemphigus Ab inh: 104
- Arr AP2 block: 25
- HTR5A ag: 2
- MOR-DOR ag: -2.3
- DAGLB inhibitor: -1

> COc1ccc(C(=O)NCc2nnc(SCC(=O)N3CCCCC3)o2)cc1OC
- PKA-R1A activ: 2
- PKA-R2B activ: -2
- V-ATPase pH: 1
- HTR5A inv ag: 1
- OPRM1-OPRD1 inv: 7
- Pemphigus Ab inh: 97
- Arr AP2 block: -2
- HTR5A ag: -2
- MOR-DOR ag: -1.1
- DAGLB inhibitor: -2

> COc1ccc(NC(=O)C2CSC(C)(C)N2C=O)cc1 (configuration not stated)
- PKA-R1A activ: 7
- PKA-R2B activ: 5
- V-ATPase pH: -2
- HTR5A inv ag: -11
- OPRM1-OPRD1 inv: 0
- Pemphigus Ab inh: 83
- Arr AP2 block: 5
- HTR5A ag: 2
- MOR-DOR ag: 0.0
- DAGLB inhibitor: 0
